# FLuc counter – inhibits or activates purified firefly luciferase, miR-21 counter-screen. purified FLuc, Km substrates, luminescence inhibition. Potency, µM (top dose mostly 57.5 µM), inactives show at the top dose activity change, negative = inhibition, hits mostly inhibitors. 6.9% of 360,000 active;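 also: plate controls were vehicle for no effect and reference inhibitor for full effect; nearly all actives have a fitted effect of over 55% in size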
# Target sequence (P08659 whole entry, looked up): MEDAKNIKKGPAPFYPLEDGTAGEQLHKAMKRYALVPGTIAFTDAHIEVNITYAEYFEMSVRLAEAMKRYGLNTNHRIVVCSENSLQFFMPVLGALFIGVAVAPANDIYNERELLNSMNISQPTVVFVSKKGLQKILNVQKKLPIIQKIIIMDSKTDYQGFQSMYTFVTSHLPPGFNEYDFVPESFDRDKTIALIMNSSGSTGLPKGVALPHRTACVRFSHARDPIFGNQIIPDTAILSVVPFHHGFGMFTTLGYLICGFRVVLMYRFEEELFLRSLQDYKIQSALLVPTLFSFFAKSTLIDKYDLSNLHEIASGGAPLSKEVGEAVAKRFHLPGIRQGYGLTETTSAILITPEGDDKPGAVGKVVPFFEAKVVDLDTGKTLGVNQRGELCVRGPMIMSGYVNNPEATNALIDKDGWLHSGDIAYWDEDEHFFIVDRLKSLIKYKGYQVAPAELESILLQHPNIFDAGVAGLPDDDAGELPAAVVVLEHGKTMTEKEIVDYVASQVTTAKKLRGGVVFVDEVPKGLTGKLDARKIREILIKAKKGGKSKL
#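 Biochemical qHTS of compounds, final roughly 60 µM downward over six points, against 10 nM purified firefly luciferase using Km concentrations of substrates (10 uM D-luciferin, 10 uM ATP) in Tris acetate pH 7.5 buffer; luminescence output.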
# ELG1 genotox – inducers of genotoxicity in HEK293T ELG1-luciferase cells; 1.3% of 330,000 active; Potency, µM (top dose mostly 46 µM), without a hit: at the top dose activity change, positive = activation, most hits filed as activators; AID 504466; HEK293T ELG1-luciferase reporter, luminescence, 16 h; also: % of control where 0% means no effect; nearly all actives have a fitted effect of over 60% in size
#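 Quantitative HTS format in 1536-well plates. HEK293T ELG1-luciferase reporter cells receive test compound and are incubated 16 hr at 37 °C, 5% CO2; ONE-Glo added, 30 min room temperature, then luminescence read.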
# Rab9 prom act – activators of Rab9 promoter | Huh7 Rab9 promoter-luciferase reporter, luminescence, 24 h | Potency, µM (top dose mostly 9.22 µM), for inactives: top-dose activation, negative = inhibition, hits mostly activators | 2.8% of 320,000 active | AID 485297; also: % of control where 0% means no effect; nearly all actives have a fitted effect of over 60% in size
#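 Promoter activation is measured as luciferase luminescence in Huh7 cells stably transfected with a Rab9 promoter–luciferase construct, following 24 h compound exposure at 37 °C and 10 min reagent incubation at ambient temperature.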
# MLL CXXC-DNA inh – inhibitors of human MLL CXXC domain-DNA interaction; Q03164; MLL-CXXC / FITC-HOXA9 DNA fluorescence polarization; Potency, µM (doses to about 115 µM), inactives show at the highest dose activity change, negative = inhibition, most hits filed as inhibitors; 0.037% of 290,000 active; AID 2662; active = well fitted inhibition curve with a large enough effect in the polarisation, with a control signal flat, not every such curve was filed as active; inconclusive = small, poorly fitted or top-dose-only effect, or effect the other way, or a change in a side signal; inactive = no such curve, though single readings can be large or run the other way; the % refers to the polarisation
#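 Fluorescence polarization: 7 uM MLL-CXXC (stock) preincubated 5 min with compounds, then 50 nM fluorescein-HOX-A9 DNA (stock) added; 30 min ambient. Buffer 50 mM Tris-HCl pH 7.5, 50 mM NaCl, 1 mM DTT, 0.05% BSA.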
# RORg inh – blocks mouse ROR gamma transcriptional activity | P51450 | Drosophila S2 Gal4-RORgamma UAS-luciferase reporter, 20 h | Potency, µM (highest dose often 53.6 µM), for inactives: at the highest dose activity change, negative = inhibition, usual class: inhibitors | 5.4% of 310,000 active | AID 2551; also: % is scaled to controls: 0 for no effect and ±100 for the full control effect; nearly all actives have a fitted effect of over 60% in size
# Target sequence (P51450 whole entry, looked up, the tested form may be a part): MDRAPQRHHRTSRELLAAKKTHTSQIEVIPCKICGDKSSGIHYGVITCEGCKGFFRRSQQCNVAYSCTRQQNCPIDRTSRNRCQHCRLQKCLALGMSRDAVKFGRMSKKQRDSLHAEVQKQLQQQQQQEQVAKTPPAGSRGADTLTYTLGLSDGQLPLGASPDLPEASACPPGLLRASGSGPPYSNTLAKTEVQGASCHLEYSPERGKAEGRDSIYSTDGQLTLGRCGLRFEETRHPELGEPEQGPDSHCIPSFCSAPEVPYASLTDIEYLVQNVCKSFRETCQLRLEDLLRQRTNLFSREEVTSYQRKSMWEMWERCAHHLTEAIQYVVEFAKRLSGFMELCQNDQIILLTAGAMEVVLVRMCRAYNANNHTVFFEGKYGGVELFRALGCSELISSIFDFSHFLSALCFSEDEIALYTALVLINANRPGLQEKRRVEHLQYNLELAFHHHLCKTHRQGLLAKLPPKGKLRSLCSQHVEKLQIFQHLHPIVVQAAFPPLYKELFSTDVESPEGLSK
#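 Using a luciferase readout, inhibitors were identified by reduced reporter activity in Drosophila cells coexpressing a copper-inducible Gal4–ROR gamma fusion and UAS-driven Photinus luciferase, incubated 20 hr after 700 uM copper sulfate.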
# MBNL1-CUG inh – MBNL1-poly(CUG) RNA binding inhibition. Potency, µM (highest dose often 57.5 µM), inactives show at the highest dose activity change, negative = inhibition, hits mostly inhibitors. 0.036% of 280,000 active. TR-FRET MBNL1-His/biotin-(CUG)12 binding, 665/545 ratio. Q9NR56; active = well fitted inhibition curve with a large enough effect in the signal ratio, with a control signal flat, not every such curve was filed as active; inconclusive = small, poorly fitted or top-dose-only effect, or effect the other way, or a change in a side signal; inactive = no such curve, though single readings can be large or run the other way; the % refers to the signal ratio; also: % is scaled to controls: 0 for no effect and ±100 for the full control effect
#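 MBNL1-His + Biotin-(CUG)12, cpd titration 92 nM–58 uM; Tb anti-His Ab 0.055 ng/ul, SA-XL665 5 nM (final); 60 min RT; ratiometric 665/545 nm, Ex 340 nm; normalized to buffer and full-complex controls.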
# VP16 counter – counter-screen for ROR gamma inhibitors: Gal4-VP16 reporter; Drosophila S2 Gal4-VP16 UAS-luciferase, luminescence, 20 h; AID 2546; Potency, µM (top dose mostly 53.6 µM), inactives show at the top dose activity, negative = inhibition, usual class: inhibitors; 3.5% of 310,000 active;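 also: Gal4-VP16 expression switched on by copper sulfate through the metallothionein promoter; % is scaled to controls: 0 for no effect and ±100 for the full control effect; nearly all actives have a fitted effect of over 50% in size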
# p53 reactivator – restores transcriptional activity of mutant p53. H1299 p53-A138V BP100-luciferase reporter, luminescence, 24 h. Potency, µM (top dose mostly 92.2 µM), for the others: at the highest dose activity change, positive = activation, actives largely listed as activators. 0.063% of 320,000 active. AID 504706; also: % of control where 0% means no effect; nearly all actives have a fitted effect of over 45% in size
#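 p53-null H1299 cells stably carrying temperature-sensitive p53-A138V and a BP100-luciferase reporter were pinned with compounds (4-point, 1:5 series) and held 24 hrs at 37 deg C. Luminescence was read 10 min after detection reagent.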
# BRCA1 expr up – BRCA1 expression activation | 1.1% of 380,000 active | Potency, µM (series often up to 46.1 µM), for inactives: top-dose activation, most hits filed as activators | MCF7-BRCA1-FFLuc reporter, luminescence, 48 h; response scale: scaled: vehicle 0%, 10 µM genistein 100%; also: nearly all actives have a fitted effect of over 80% in size; some results filed as inactive show a strong effect at the top dose
#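 Reporter cells (MCF7, BRCA1 promoter-firefly luciferase) received library compounds across a concentration series for 48 h. End-point luminescence was measured and concentration-effect curves derived after normalization.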
# NPC1 prom act – activators of NPC1 promoter | Potency, µM (doses to about 9.22 µM), without a hit: at the top dose activation, hits mostly activators | 2.4% of 320,000 active | Huh7 NPC1 promoter luciferase reporter, 24 h;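 also: % of control where 0% means no effect; nearly all actives have a fitted effect of over 60% in size; reporter is driven by a mutant NPC1 promoter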
#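 Luminescence read-out of NPC1 promoter-driven luciferase in stably transfected Huh7 cells; compounds delivered in DMSO and left 24 h at 37C, 5% CO2, qHTS titration format.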
# uPA surface inh – cell surface uPA generation inhibition. cell surface uPA generation assay, qHTS. 0.31% of 330,000 active. AID 540303. Potency, µM (top dose mostly 38.3 µM), inactives show at the highest dose activity change, negative = inhibition, actives largely listed as inhibitors; active = well fitted inhibition curve with a large enough effect; inconclusive = small, poorly fitted or top-dose-only effect; inactive = no such curve, though single readings can be large or run the other way; tested in mouse RAW 264.7 cells; also: % is scaled to controls: 0 for no effect and ±100 for the full control effect; nearly all actives have a fitted effect of over 55% in size
# * = called active by the depositor; ? = inconclusive; nt = not tested or not shown; & = joins results of further samples; [ ] = another dose, or the depositor's remark. Unless noted, calls follow the shape of the dose curve; as a rule, active = well fitted curve in the direction sought with a large enough effect; inconclusive = small, poorly fitted or top-dose-only effect, or another doubt; inactive = no such curve, though single readings can be large; an effect the other way counts as inactive or inconclusive. Potency is read from the fitted curve at half-maximal effect.
structure | FLuc counter | ELG1 genotox | Rab9 prom act | MLL CXXC-DNA inh | RORg inh | MBNL1-CUG inh | VP16 counter | p53 reactivator | BRCA1 expr up | NPC1 prom act | uPA surface inh
N#CC1=C(N)Oc2c(c(=O)sc3ccccc23)C1c1cccnc1 (configuration not stated) | 4% | 0% | -15% | 6% | -36% | -4% | -1% | 2% | -73% | -37%[inhibitor] | -12%
CN1CC=C2C(C#N)=C(N)C(C#N)(C#N)C(c3ccncc3)C2C1 (configuration not stated) | 4% | 2% | -6% | ? | -2% | ? | -3% | -6% | 7% | -6% | -1%
CN1C2CCC1C(COC(=O)c1ccccc1)C(O)C2 (configuration not stated) | -1% | -3% | -3% | -3% | -21% | -2% | -1% | -1% | -14% | 0% | -6%
O=c1[nH]c(=S)n(CCC2=CCCCC2)c(O)c1C=NCCCn1ccnc1 | 0% | -1% | 3% | -8% | 24% | 12% | -9% | 5% | 1% | -1% | 6%
Cc1cc(OC(=O)c2cccs2)c2c3c(c(=O)oc2c1)CCCC3 | 1% | 0% | -7% | 38%[activator] | ? | nt | ? | 1% | -6% | -8% | 16%
CC1CC(OC(=O)c2ccccc2)(c2ccccc2)C(C)CN1C (configuration not stated) | -2% | -3% | 6% | 5% | -3% | nt | -6% | -8% | 1% | -1% | -2%
c1ccc(CCNCc2cccnc2)cc1 | 0% | -2% | 1% | -3% | ? | -5% | -19% | 6% | -14% | -1% | 1%
O=C(O)c1c[nH]c2ccc(S(=O)(=O)N(CCCl)CCCl)cc12 | 2% | 0% | 0% | 8% | -22% | -5% | 1% | -6% | -9% | 0% | 3%
O=c1[nH]c(=O)n(CCc2ccccc2)c(O)c1C=NCCN1CCNCC1 | -4% | -3% | 0% | 1% | 11% | 0% | -14% | -4% | 22% | -3% | 9%
C=CCN1CC[C@]23c4c5ccc(O)c4O[C@H]2/C(=N/NC(=O)c2ccccc2)CC[C@@]3(O)[C@H]1C5 | nt | nt | -19%[46.1 µM] | -8% | -16% | nt | -1% | nt | 0% | 2%[46.1 µM] | 0%

# A second format for part of the listing above.
# Each structure is followed by: FLuc counter, ELG1 genotox, Rab9 prom act, MLL CXXC-DNA inh, RORg inh, MBNL1-CUG inh, VP16 counter, p53 reactivator, BRCA1 expr up, NPC1 prom act, uPA surface inh
Cc1cc(OC(=O)c2cccs2)c2c3c(c(=O)oc2c1)CCCC3
 : 1%, 0%, -7%, 38%[activator], ?, nt, ?, 1%, -6%, -8%, 16%
CC1CC(OC(=O)c2ccccc2)(c2ccccc2)C(C)CN1C (configuration not stated)
 : -2%, -3%, 6%, 5%, -3%, nt, -6%, -8%, 1%, -1%, -2%
c1ccc(CCNCc2cccnc2)cc1
 : 0%, -2%, 1%, -3%, ?, -5%, -19%, 6%, -14%, -1%, 1%
O=C(O)c1c[nH]c2ccc(S(=O)(=O)N(CCCl)CCCl)cc12
 : 2%, 0%, 0%, 8%, -22%, -5%, 1%, -6%, -9%, 0%, 3%
O=c1[nH]c(=O)n(CCc2ccccc2)c(O)c1C=NCCN1CCNCC1
 : -4%, -3%, 0%, 1%, 11%, 0%, -14%, -4%, 22%, -3%, 9%
C=CCN1CC[C@]23c4c5ccc(O)c4O[C@H]2/C(=N/NC(=O)c2ccccc2)CC[C@@]3(O)[C@H]1C5
 : nt, nt, -19%[46.1 µM], -8%, -16%, nt, -1%, nt, 0%, 2%[46.1 µM], 0%

# (list continues)
structure | FLuc counter | ELG1 genotox | Rab9 prom act | MLL CXXC-DNA inh | RORg inh | MBNL1-CUG inh | VP16 counter | p53 reactivator | BRCA1 expr up | NPC1 prom act | uPA surface inh
O=C(Oc1ccc(Br)cc1)C1CC(=O)N(c2ccc(F)cc2)C1 (configuration not stated) | -2% | 2% | -8% | -7% | ? | 4% | -25% | 27% | 4% | 0% | 0%
O=[N+]([O-])c1cc([As](=O)(O)c2ccc(O)c([N+](=O)[O-])c2)ccc1O | 6% | -3% | -1% | 1% | 7% | ? | -1% | -2% | -3% | -3% | 0%
O=C1/C(=C\c2ccccc2)C2OCC=C3CN4CCC56c7ccccc7N1C5C2C3CC46 (configuration not stated) | 2% | -8% | -2% | -2% | 4% | 1% | -3% | 1% | -4% | 0% | 6%
C=Cn1ccnc1P(=S)(c1ccccc1)c1nccn1C=C | -1% | 0% | 2% | 1% | 10% | 1% | -8% | -2% | -34% | -1% | 1%
COc1ccc(C2SCC(=O)Nc3c2c(=O)[nH]n3C2CCCCC2)cc1 (configuration not stated) | 9% | -4% | -3% | 0% | 30% | -6% | 3% | -9% | -10% | 1% | -2%
Cc1ccc(S(=O)(=O)NCCC(=O)Nc2ccc(Cl)cc2C(=O)c2ccccc2)cc1 | 0% | -8% | -7% | -1% | 36% | 0% | -20% | 0% | -19% | -3% | 2%
COc1ccc(Oc2c(C)oc3cc(OC(=O)N(C)C)ccc3c2=O)cc1 | 2% | 0% | -3%[1.84 µM] | ? | -21% | 3% | 7% | -1% | 5% | -3% | 0%
Oc1ccccc1-[n+]1c(-c2ccccc2)cc(-c2ccccc2)c(O)c1-c1ccccc1 | -18% | -1% | -2% | nt | nt | nt | nt | 8% | 0% | -1% | ?
C[C@@H]1O[C@@H](O[C@@H]2C=C3CC[C@@H]4C(CC[C@]5(C)[C@@H](c6ccc(=O)oc6)CC[C@]45O)[C@@]3(C)CC2)[C@H](O)[C@H](O)[C@H]1O (some centres not stated) | 1% | -8% | -48%[inhibitor] | nt | nt | nt | nt | -11% | nt | -45%[inhibitor] | -6%
COc1ccc(C2/C=C\CN(C(=O)Nc3ccc(C(F)(F)F)cc3)CC(=O)N2Cc2ccc(F)cc2)cc1 (configuration not stated) | 4% | -12% | -15% | -2% | ? | 4% | 0%&-4% | 10% | -28% | -12% | ?
Cc1ccccc1C1=NCC(=O)N(CC(=O)NCc2ccco2)c2sc3c(c21)CCCC3 | 4% | -9% | 2% | -6% | ? | 3% | 13µM* | -2% | -2% | 4% | -6%
CCN1C(=O)C(=Cc2c(C)n(CC(=O)NCC3CCCO3)c3ccccc23)C(=O)N(CC)C1=S (configuration not stated) | -22% | -1% | -2% | -3% | -16% | 48%[activator] | -18% | -2% | -20% | 0% | 6%
CCOP(=O)(Cc1ccc(C(=O)CC)o1)OCC | 8% | 0% | -10% | -11% | 0% | -1% | -7% | -1% | 0% | -8% | 4%
COc1ccc(NC(=O)C(=O)NNC(=O)C(C)Oc2ccc(Cl)cc2Cl)cc1 (configuration not stated) | ? | -9% | 4% | -6% | 5µM* | 0% | ? | -6% | -2% | 0% | -3%
COc1ccccc1OC(=O)c1ccc(C)c(S(=O)(=O)N2CCOCC2)c1 | 6% | 0% | -10% | 3% | -10% | 0% | -5% | -1% | -14% | 1% | -4%
CCNc1nc(Cl)nc(NC(C)C)n1 | 1% | 4% | 0% | 14% | ? | 17% | 3%&15%&-8% | -5% | 1% | -3% | -15%
COC(=O)c1ccccc1OC(=O)c1ccc(Br)o1 | 0% | -1% | 14% | 128%[activator] | 22% | 4% | -3% | 3% | 0% | -2% | 2%
COC(=O)C1=C(c2ccc(-c3ccccc3)c(F)c2)C[C@@H]2CC[C@H]1N2C(=O)N1CCC(C)CC1 | -2% | -5% | -3% | nt | nt | nt | nt | -3% | -82% | -3% | -12%
O=C1NC(=O)N(c2ccccc2)C(=O)/C1=C/c1ccc2c(c1)Cc1ccccc1-2 | 21µM* | 8% | 1% | 8% | -20% | 15% | -29% | 11% | nt | -5% | nt
Cc1cc(/C=C2\C(=O)NC(=O)N(c3ccc(Cl)cc3)C2=O)c(C)n1-c1cccc(C(=O)O)c1 | -2% | 0% | 2%[1.84 µM] | 7% | -1% | 9% | 2% | 3% | 7% | 0% | 17%
COc1cccc(N2C(=O)/C(=C/c3ccc(C)o3)C(=O)NC2=S)c1 | 15µM* | 2% | 9% | 36%[activator] | -13% | 16% | 1% | 8% | -24% | 1% | -15%
COP(=O)(OC)C1(Nc2ccc(C)cc2)CCCCC1 | 2% | -1% | -2% | -8% | ? | -7% | 9% | 3% | 1% | 4% | 7%
CN1C(=O)C(=Cc2coc3ccccc3c2=O)C(=O)N(C)C1=O | -5% | 5% | 9% | -6% | 12% | nt | -14% | 16% | -8% | 1% | 7%
COc1ccc(CCC(C)NCCc2ccccc2)cc1 (configuration not stated) | 4% | 4% | 8% | -8% | -1% | 9% | -4% | 4% | nt | -4% | 8%

# Source: PubChem BioAssay

# Some of the compounds tested, so the mix of outcomes need not match the whole.
